# hgDAF-12 ag: agonists of H. glycines DAF-12 nuclear receptor. HEK293 GAL4-hgDAF12 UAS-luciferase reporter, agonist luminescence; normalized to butyrate control. activation, % at 6.8 µM. 370,000 compounds, 1.8% hits. AID 687014;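 active means activation above a cutoff set at the mean of all screened compounds plus 3 SD, cut at about 10% in these data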;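 further: 0% = DMSO wells and 100% = sodium butyrate wells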
# DAX1 inh-1: inhibitors of human orphan nuclear receptor DAX1 (NR0B1); P51843; HEK293 Gal4-DAX1 luciferase reporter, luminescence; inhibition, % at 6.75 µM; 340,000 compounds, 0.99% hits; AID 504766;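 active means inhibition above the mean over all tested compounds plus 3 SD, cut at about 4.2% in these data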;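 further: 0% = DAX1-transfected cells with DMSO and 100% = empty-vector control cells with DMSO; inhibition shows as a rise in luminescence from relieved DAX1 repression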
# hcDAF-12 act: activates DAF-12 receptor from parasite H. contortus; activation, % at 6.8 µM; AID 652067; HEK293 hcDAF-12 lit1-tk-luc reporter, luminescence; 0% DMSO, 100% Δ7-dafachronic acid; 370,000 compounds, 1.4% hits;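 active means activation above the mean of all tested compounds plus 3 SD, cut at about 5.5% in these data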;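 further: 100% = response to 3 µM Δ7-dafachronic acid high control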
# ssDAF-12 act: activators of S. stercoralis DAF-12 nuclear receptor. 370,000 compounds, 1% hits. AID 652126. HEK293 ssDAF-12/GRIP1 lit1-tk-luc reporter, luminescence; % of 3 µM dafachronic acid response. activation, % at 6.8 µM;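 active means activation above the mean over all tested compounds plus 3 SD, cut at about 0.9% in these data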;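 further: 0% = DMSO-only wells and 100% = 3 µM delta7-dafachronic acid wells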
# PLCg1 inh: inhibitors of human phospholipase C gamma1. purified PLC-gamma1, fluorogenic substrate, fluorescence. inhibition, % at 12.2 µM. 370,000 compounds, 0.84% hits; in the data active means inhibition above about 9.5%
# Target sequence (P19174 whole entry, looked up): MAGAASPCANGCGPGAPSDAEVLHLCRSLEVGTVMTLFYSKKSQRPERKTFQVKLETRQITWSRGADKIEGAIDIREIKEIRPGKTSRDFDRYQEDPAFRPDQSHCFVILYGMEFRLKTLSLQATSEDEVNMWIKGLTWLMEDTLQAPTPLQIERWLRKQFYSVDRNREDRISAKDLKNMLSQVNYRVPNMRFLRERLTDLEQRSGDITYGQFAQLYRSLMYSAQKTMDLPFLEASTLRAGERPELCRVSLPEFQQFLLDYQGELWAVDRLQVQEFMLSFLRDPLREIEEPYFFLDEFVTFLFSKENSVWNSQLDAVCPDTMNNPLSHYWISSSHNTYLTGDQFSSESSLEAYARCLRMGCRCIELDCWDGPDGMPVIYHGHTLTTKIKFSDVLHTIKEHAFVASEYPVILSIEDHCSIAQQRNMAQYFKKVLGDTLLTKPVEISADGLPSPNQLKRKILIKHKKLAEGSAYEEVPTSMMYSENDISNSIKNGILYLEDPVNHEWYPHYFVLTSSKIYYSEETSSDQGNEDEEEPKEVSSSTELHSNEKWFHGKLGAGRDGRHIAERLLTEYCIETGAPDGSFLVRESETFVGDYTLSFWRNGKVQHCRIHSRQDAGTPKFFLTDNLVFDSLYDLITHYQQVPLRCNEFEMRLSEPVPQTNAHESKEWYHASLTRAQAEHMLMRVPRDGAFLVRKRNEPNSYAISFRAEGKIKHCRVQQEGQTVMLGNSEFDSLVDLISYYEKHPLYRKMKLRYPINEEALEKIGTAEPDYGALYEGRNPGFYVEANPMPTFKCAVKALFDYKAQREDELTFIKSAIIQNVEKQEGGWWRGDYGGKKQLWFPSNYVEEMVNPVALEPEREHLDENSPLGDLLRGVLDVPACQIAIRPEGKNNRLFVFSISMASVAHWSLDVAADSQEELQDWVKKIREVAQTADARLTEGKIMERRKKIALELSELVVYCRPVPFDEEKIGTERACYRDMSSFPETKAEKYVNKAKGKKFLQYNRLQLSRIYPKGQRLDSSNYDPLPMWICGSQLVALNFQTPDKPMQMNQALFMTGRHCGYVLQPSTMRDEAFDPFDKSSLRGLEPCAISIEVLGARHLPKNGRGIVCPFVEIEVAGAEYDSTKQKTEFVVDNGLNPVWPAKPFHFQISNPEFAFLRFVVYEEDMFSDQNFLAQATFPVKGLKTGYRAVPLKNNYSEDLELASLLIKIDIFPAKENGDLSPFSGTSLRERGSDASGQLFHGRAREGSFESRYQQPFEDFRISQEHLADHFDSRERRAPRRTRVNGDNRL
# ADAM17 inh: ADAM17 inhibition, QFRET primary screen; P78536; 370,000 compounds, 0.83% hits; inhibition, % at 6.95 µM; recombinant ADAM17, EDANS/DABCYL FRET peptide cleavage;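 active means inhibition above the mean of compounds lying between control limits plus 3 SD, set per campaign, cut at about 8.5% in these data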;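 further: 0% = DMSO-only wells as the low control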
# DAX1 inh-2: inhibitors of DAX1 repression of SF-1 activated StAR promoter. AID 652010. inhibition, % at 6.8 µM. HEK293T StAR-luciferase reporter, SF-1/DAX-1 repression relief. 370,000 compounds, 1.1% hits;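 active means inhibition above the mean over all tested compounds plus 3 SD, cut at about 3.6% in these data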;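 further: 0% = DAX-1 cells with DMSO and 100% = cells lacking DAX-1 with DMSO; higher inhibition means more luminescence from relief of DAX-1 repression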
# SMARCA2 act: activators of SMARCA2 function; MG213 cells, MMTV-luciferase reporter, dexamethasone, overnight; activation, % at 9.1 µM; 370,000 compounds, 1% hits; in the data active means activation above about 7.8%;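 further: 0% = vehicle wells and 100% = reference activator wells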
# MBD2 inh: inhibitors of human MBD2 binding to methylated oligonucleotide | TR-FRET | AID 686964 | 370,000 compounds, 0.31% hits | Q9UBB5 | inhibition, % at 4.4 µM; in the data active means inhibition above about 13%
# PLC-beta3 inh: blocks human PLC-beta3 enzyme activity. AID 720704. inhibition, % at 12.2 µM. Purified PLC-beta3, fluorogenic substrate, fluorescence. 370,000 compounds, 0.18% hits; in the data active means inhibition above about 11%;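 further: 0% = median of compound wells on plate and 100% = full blocker control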
# Rev-erbA mod: modulates human Rev-erb alpha binding to DNA. 370,000 compounds, 0.79% hits. activity, % at 10 µM. Rev-erbα–FITC-DNA binding, fluorescence polarization, 90 min;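 active means activity above about 14%, limit read from the data; passing the limit was not always enough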;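 further: 0% = DMSO wells with 35 nM protein and 100% = DMSO wells with 750 nM protein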
# * = called active by the depositor; i = inactive; · = not tested or not shown. Random draw from the library; any-hit rate near 7.4%.
# Order of values – PLC-beta3 inh	PLCg1 inh	MBD2 inh	hgDAF-12 ag	DAX1 inh-1	ADAM17 inh	Rev-erbA mod	SMARCA2 act	DAX1 inh-2	ssDAF-12 act	hcDAF-12 act
O=S(=O)(c1cccs1)N1CCN(c2ccc(O)cc2)CC1
→ -10	-3	0	-5.2	-4.7	-3	-1	0	-2.5	-1.2	-1.0
O=C(NC(=S)Nc1ccc(Cc2ccncc2)cc1)c1ccc(F)cc1
→ -2	-2	-2	2.6	-0.9	7	-4	-4	-1.5	-1.4	-1.9
O=C(CSc1cccc[n+]1[O-])C12CC3CC(CC(C3)C1)C2
→ -7	0	-2	0.5	0.0	-4	-1	1	0.2	-1.9	1.1
Cc1oc2c(cc(NS(=O)(=O)c3ccc(C(C)C)cc3)c3ccccc32)c1C(=O)O
→ -25	-15	-2	0.6	0.5	1	-4	0	0.0	-0.4	2.8
Cc1ccc(S(=O)(=O)N2CCN(C(=O)c3nn(C(C)C)c(=O)c4ccccc34)CC2)cc1C
→ 1	0	0	-2.0	-1.1	-3	1	1	0.2	-1.0	-1.2
O=C(NS(=O)(=O)c1ccc(Cl)s1)c1ccccc1
→ -5	2	4	-0.6	2.3	-2	3	-1	-0.7	-1.1	-1.2
CN(C(=O)COC(=O)c1ccc(=O)n(Cc2ccccc2)n1)C1CCS(=O)(=O)C1 (stereo unspecified)
→ -2	4	-5	1.1	-1.0	-6	5	0	0.8	-1.0	-1.0
Cn1c(SCC(=O)NNC(=O)Nc2ccccc2)nnc1-c1ccccc1
→ -6	0	-5	-0.8	1.6	-2	3	1	-0.2	-1.0	0.7
OCC(CBr)(CBr)CBr
→ -1	0	-4	-0.8	-0.1	0	-1	3	-0.1	-0.7	0.8
O=C(COc1cccc(Br)c1)N/N=C/C(=O)c1ccccc1
→ -6	-3	0	0.7	-1.0	3	-3	0	0.3	-1.1	-1.0
CCCc1c(-c2cccc(F)c2)ncn1Cc1ccccc1OC
→ 3	4	-5	-1.3	·	4	6	1	-1.5	-1.4	-2.6
CCCn1c(N)c(C(=O)CN2CCN(S(=O)(=O)c3cccc(Cl)c3)CC2)c(=O)[nH]c1=O
→ -2	-1	-11	-1.8	0.2	-2	3	1	-1.0	-1.4	-1.4
CCCCCCN1C[C@H](O)[C@@H](n2cc(-c3ccc(F)cc3)nn2)C[C@@H]1c1ccc(C)cc1
→ -6	-2	1	-0.8	-0.1	0	-4	-5	-0.4	-0.9	-0.9
Cc1ccc(C(C(=O)NCC2CCCO2)N(Cc2ccccc2)C(=O)c2ccc(-c3ccccc3)[nH]2)o1 (stereo unspecified)
→ 2	-1	-3	-3.0	-1.2	8	2	-2	-0.5	-0.8	-2.4
O=C(COC(=O)/C=C/c1ccc(Cl)cc1)Nc1cccc(S(=O)(=O)NC2=NCCCCC2)c1
→ -1	-3	0	1.4	0.8	1	4	0	0.2	-0.9	0.4

# Order of values – PLC-beta3 inh	PLCg1 inh	MBD2 inh	hgDAF-12 ag	DAX1 inh-1	ADAM17 inh	Rev-erbA mod	SMARCA2 act	DAX1 inh-2	ssDAF-12 act	hcDAF-12 act
N#Cc1ccccc1COC(=O)c1cc(=O)c2ccccc2o1
→ -5	-7	2	2.3	1.6	1	10	-2	0.0	-0.8	6.4*
NC(=O)CC(NC(=O)Cc1cccc2ccccc12)c1ccc(NCCOc2ccccc2)c([N+](=O)[O-])c1 (stereo unspecified)
→ 2	1	-6	-3.5	-0.4	-1	8	-1	-0.3	-1.8	-1.5
CCCCN(C(=O)c1ccc([N+](=O)[O-])o1)c1c(N)n(CC(C)C)c(=O)[nH]c1=O
→ -7	-11	-3	0.1	1.1	-2	-3	-1	-2.2	-0.2	0.1
COc1cccc(C(C)NC(=O)C2CCCO2)c1 (stereo unspecified)
→ -3	1	4	1.2	-0.8	-2	4	-1	0.4	0.1	-1.6
CCc1ccc(-c2cnc3ccccc3n2)cc1NC(=O)CNC(=O)c1ccccc1
→ -9	1	-5	19*	1.4	-2	-2	8.1*	2.6	1.1*	13*
C/C(N)=C(/C#N)C(=O)COC(=O)CSc1ccccc1
→ 1	1	-4	1.6	1.1	-2	-1	-1	0.5	-0.5	-0.1
O=C(CCN1C(=O)[C@H]2CC=CC[C@H]2C1=O)NCc1nc(-c2ccc(Cl)cc2)no1
→ -9	-3	0	0.1	0.8	-2	-4	-2	-0.5	-1.3	-1.5
Cc1cccnc1NC(=O)COc1ccc2c(c1)CCC2
→ -6	2	-1	9.1	0.2	-5	-1	2	6.1*	1.0*	0.8
O=C(CNS(=O)(=O)c1ccc(Cl)cc1)N/N=C/c1ccco1
→ 0	-2	1	-1.4	0.7	-5	0	-3	-0.1	-1.2	-1.0
O=C(O)CSC1CC(=O)N(c2ccc(Cl)c(Cl)c2)C1=O (stereo unspecified)
→ -1	1	2	-0.1	0.1	1	-1	1	0.6	-1.1	0.8
Cc1nn(Cc2cccc(Oc3ccccc3)c2)c(C)c1NC(=O)NC12CC3CC(CC(C3)C1)C2
→ 2	2	3	1.7	0.0	-4	1	-2	-0.3	0.6	-1.6
CC(C)(CNC(=O)Cc1ccc(Cl)cc1Cl)N1CCOCC1
→ 0	0	-3	-1.9	-0.2	-4	8	4	0.3	-0.9	-0.6
CNc1cc(N2CCN(S(=O)(=O)N(C)C)CC2)ccc1[N+](=O)[O-]
→ 0	1	-2	-2.9	-0.7	-4	-4	-3	-0.1	-0.5	-0.6
COc1ccc(-c2cc(-c3ccc(Cl)cc3)c(C#N)c(SCC(=O)O)n2)cc1
→ -72	-49	-2	0.3	-0.5	-185	-10	1	0.2	-1.3	-2.6
CCOC(=O)c1c(-c2ccc(-c3ccccc3)cc2)csc1NC(=O)CNCCN(C)C
→ -10	3	0	-2.8	0.4	-3	3	6	0.4	-0.9	3.1

# Order of values – PLC-beta3 inh	PLCg1 inh	MBD2 inh	hgDAF-12 ag	DAX1 inh-1	ADAM17 inh	Rev-erbA mod	SMARCA2 act	DAX1 inh-2	ssDAF-12 act	hcDAF-12 act
Cc1ccc(F)c(S(=O)(=O)NC(=O)C2(C)CCN2C(=O)Cc2ccsc2)c1 (stereo unspecified)
→ 6	4	2	-3.2	·	-1	2	-3	-0.4	0.0	-0.7
O=C(CCc1cn2ccccc2n1)NC1CCCc2c1cnn2-c1ccccc1F (stereo unspecified)
→ -3	0	-3	-1.2	0.0	-4	0	3	-0.1	-1.1	0.0
Cc1nc2ccccc2c2oc(C(=O)N3CCc4ccccc4C3)cc12
→ -11	-4	1	-5.7	-0.6	-2	6	-1	-2.3	-0.8	-3.8
CCN(C(=O)c1cc2ccccc2oc1=O)c1ccccc1
→ 2	0	-1	9.1	1.1	-1	-1	6	1.4	0.3	3.2
O=C(Nc1ccc(F)c(Cl)c1)C1CCCCC1
→ 3	2	1	2.1	-1.1	-4	-4	1	-0.3	-1.0	0.4
O=C1CN(S(=O)(=O)c2cc(Br)ccc2Br)CCN1
→ 0	0	-2	2.1	0.8	-2	2	0	0.2	-1.0	-1.2
Cc1nc2ccccc2cc1C(=O)N(C)Cc1ccccc1
→ -5	0	6	0.4	-1.0	1	-4	-3	-0.4	-1.3	1.4
CC1(c2ccccc2)NC(=O)N(CC(=O)Nc2cc(S(=O)(=O)N3CCOCC3)ccc2Cl)C1=O (stereo unspecified)
→ -6	0	6	-1.7	-0.1	-2	0	-2	0.6	-1.6	-0.2
O=S(=O)(Nc1nc2c(s1)CCCC2)c1ccc(F)cc1
→ 2	5	1	4.1	0.5	1	-5	-2	0.7	-1.4	2.1
Cc1cc(C)n(C(C)CC(=O)N2CCc3ccccc32)n1 (stereo unspecified)
→ -3	-3	0	4.5	0.1	-1	-4	2	2.4	-0.2	4.3
CCOC(=O)C1CCCN(C(=O)c2ccc3nc(-c4cccc(OC)c4)oc3c2)C1 (stereo unspecified)
→ -13	-4	1	14*	-1.8	-3	1	2	-3.5	-0.2	3.3
O=C(Nc1ccccc1)N1N=CCC1c1ccccc1 (stereo unspecified)
→ 1	0	3	-3.2	0.0	-3	8	-1	-0.4	0.2	-1.8
CCc1ccccc1N(CC(=O)NC1CCCCC1)C(=O)CCC(=O)Nc1ccccn1
→ -4	-1	7	-0.1	-0.8	-3	4	-1	-0.6	-0.8	-1.3
CC(/C=N/NC(=O)c1cc(-c2ccc(C)o2)[nH]n1)=C\c1ccccc1
→ -16	-14	0	-2.1	0.1	-11	3	-2	-0.3	-1.8	0.3
CCOC(=O)C1=C(C)Nc2nnnn2C1c1ccc(OC)c(Br)c1 (stereo unspecified)
→ -4	-2	-4	-2.5	0.0	0	1	-1	1.3	-1.8	-1.6

# Order of values – PLC-beta3 inh	PLCg1 inh	MBD2 inh	hgDAF-12 ag	DAX1 inh-1	ADAM17 inh	Rev-erbA mod	SMARCA2 act	DAX1 inh-2	ssDAF-12 act	hcDAF-12 act
O=C1CC(N2CCC(c3nc4ccccc4s3)CC2)C(=O)N1Cc1ccccc1 (stereo unspecified)
→ -1	-3	-2	-0.7	-0.8	2	-1	-2	-0.7	-1.6	-1.3
COc1ccc(-c2nc(=S)[nH][nH]2)cc1OC
→ -2	-1	3	-0.6	0.8	-6	-1	-3	0.5	-1.7	-0.8
O=S(=O)(NCCc1csc(-c2cccnc2)n1)c1ccc(Cl)s1
→ -9	-7	0	-5.7	-1.4	2	10	-3	-1.1	-1.6	-2.0
CCCCN(CC)CCCNC(=O)c1cc2c(-c3ccc(OC)c(OC)c3)nn(C)c2s1
→ i	i	12	1.1	0.7	-8	2	2	0.1	-0.3	1.0
Cc1cccc(C)c1NC(=O)C(CCc1ccccc1)N1CCC(c2ccccc2)CC1 (stereo unspecified)
→ -4	0	6	-0.8	·	0	-6	-5	2.5	-0.1	0.7
O=c1c([N+](=O)[O-])cccn1Cc1cccc(Cl)c1
→ -3	-3	2	2.0	0.0	1	2	-1	-0.3	-1.0	-1.4
Oc1ccccc1/C=N/NC(=S)NCCc1ccccc1
→ -168	-113	-2	3.4	3.2	-6	-2	0	0.5	-0.1	-0.2
CCOc1ccc(Nc2nc(N)nc(CN3CCN(c4ccccc4F)CC3)n2)cc1
→ 3	1	-7	-1.9	-1.4	-1	-2	-1	-2.1	-2.0	-0.3
Cc1cc(S(=O)(=O)NC2CCCCC2)ccc1OCC(=O)NCc1ccccn1
→ 5	3	1	-0.1	-0.4	0	-1	0	-0.2	-0.9	0.1
C/C(=C\C(=O)c1ccccc1)Nc1ccc(Br)c(Cl)c1
→ -4	0	-3	1.4	0.8	-3	6	0	-0.6	-1.2	-1.2
CCCC1CCC2(CC1)CCC2OC(=S)Nc1ccc(I)cc1 (stereo unspecified)
→ 0	1	-7	-4.0	·	-6	-7	·	·	-1.5	-0.6
CCn1c(C(C)NC(=O)c2ccccc2C)n[nH]c1=S (stereo unspecified)
→ 0	3	-4	1.1	-1.1	0	-4	1	-0.3	-1.4	0.3
COc1ccc(S(=O)(=O)N2CCSC2c2ccc(N)cc2)cc1 (stereo unspecified)
→ 1	3	-3	-2.5	0.6	-1	-3	3	-0.3	-1.3	-2.0
CCNS(=O)(=O)c1ccc(NC(=O)Nc2cc(C)ccc2OC)cc1
→ -4	1	-1	2.5	-1.5	2	4	-1	0.6	-1.8	-1.2
CN(C)S(=O)(=O)c1ccc(N2CCN(S(=O)(=O)c3ccc(F)cc3)CC2)c(Cl)c1
→ 6	0	2	0.1	-1.0	-2	7	-3	-0.8	-0.9	-2.3

# Source: PubChem BioAssay
